# LYP phosphatase – PTPN22 lymphoid phosphatase activity blockers – biochemical, fluorescence intensity, uHTS (AID 1779); recombinant LYP phosphatase, fluorescence intensity; higher % means a stronger effect; one-dose inhibition, % at 11.5 µM; IC50 in µM for titrated hits; 0.054% of 290,000 active;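 note: plate controls were vehicle with enzyme for no effect and no enzyme for full effect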
# HEK293 NOD2/NF-kB – NOD2 signaling inhibitors, cell-based, luminescence, uHTS, HEK293 (AID 1566); HEK293 NOD2/NF-kB luciferase reporter, luminescence; higher % means a stronger effect; inhibition, % at 4 µM; hits with a dose series show EC50 in µM; 0.63% of 290,000 active; note: many of its hits are not listed in these tables
# M1AAP inhibition – malaria alanyl aminopeptidase activity blockers – biochemical, fluorogenic H-Leu-NHMec substrate, 1536-well (AID 1445); recombinant M1AAP, H-Leu-NHMec fluorogenic kinetic assay; higher % means a stronger effect; one-dose inhibition, % at 30 µM; IC50 in µM for titrated hits; 0.42% of 220,000 active;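 active = primary inhibition above the hit cutoff, then over 50% inhibition at one or more dose response concentrations, cut at about 23% in these data, passing the limit was not always enough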;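 note: plate controls were DMSO full reaction for no effect and no enzyme background for full effect; strong numbers were not always called active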
# SIAH1 antagonists – Siah-1 peptide-binding antagonists, primary screen, biochemical, fluorescence polarization, rhodamine-plectin, uHTS (AID 1817). Siah-1 / rhodamine-plectin peptide fluorescence polarization; higher % means a stronger effect. 0.02% of 290,000 active. displacement, % at 20 µM, or IC50 in µM where a hit was titrated;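 active = displacement of at least 50% at 20 µM, with a fluorescence ratio check between 0.3 and a set limit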;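 note: plate controls were Siah plus tracer with DMSO for no effect and tracer alone without Siah for full effect; strong numbers were not always called active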
# M17LAP inhibition – P. falciparum M17LAP inhibitors, primary screen, biochemical, fluorogenic H-Leu-NHMec substrate, 1536-well (AID 1619); one-dose inhibition, % at 30 µM; IC50 in µM for titrated hits; 0.38% of 220,000 active; recombinant M17LAP, H-Leu-NHMec fluorogenic kinetic assay; higher % means a stronger effect;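 active = compound inhibiting the enzyme by more than half at any dose during confirmatory dose-response retesting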;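 note: plate controls were full reaction with DMSO carrier for no effect and no enzyme background for full effect; strong numbers were not always called active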
# XIAP antagonists – XIAP antagonists, biochemical, IAP family, fluorescence polarization (AID 1018); XIAP BIR domain, fluorescence polarization peptide displacement; higher % means a stronger effect; one-dose displacement, % at 20 µM; IC50 in µM for titrated hits; 0.007% of 200,000 active; in the data active = displacement above about 50%; note: a part of the inactive calls stands beside numbers as strong as those of hits
# Hep lipid drop – modulators of hepatic lipid droplet formation | AML12 mouse hepatocytes, oleate lipid droplets, BODIPY imaging | inhibition, % at 6.5 µM | 0.4% of 240,000 active | AID 1656;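 active = lipid droplet intensity inhibited by at least 50%, with more than 500 cells counted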
#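 Test system: AML12 hepatocytes (mouse); reagent: oleate loading, 100 µM; dosing: one dose, 6.5 µM compound; incubation: overnight exposure; signal: fluorescence imaging, 20x objective, two fields per well; read-out basis: % inhibition of corrected integrated BODIPY droplet signal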
# CSM14.1 death rescue – protection against thapsigargin-triggered cell killing – 384-well, CSM14.1, ATP luminescence, primary screen (AID 1222). CSM14.1 thapsigargin-induced death rescue, ATP luminescence; higher % means a stronger effect. cellular ATP content (survival), % at 20 µM; hits with a dose series show EC50 in µM. 190,000 tested, under 10 active;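 active = EC50 below 50 µM in the dose-response confirmation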;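 note: death triggered by thapsigargin at about 15 µM added after 2 h compound pretreatment; cell ATP read after overnight thapsigargin exposure of roughly 18 to 22 hours; normalized against plate controls of thapsigargin alone and 5% DMSO vehicle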
# AID2073 – disruptors of CaV2.2 binding to Mint1 – biochemical, HTRF (AID 2073); HTRF protein-protein interaction, Mint1-CaV2.2; higher % means a stronger effect; inhibition, % at 20 µM; hits with a dose series show IC50 in µM; 0.19% of 290,000 active; in the data active = inhibition mostly above about 51%, no sharp cut-off; note: some results filed as inactive read as strong as hits
# Hep lipid drop cells 6.5 µM – also measured in Hep lipid drop; calls as there; cell count; measured here: cell count, cytotoxicity flag;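 cells counted across two imaged fields per well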
# An asterisk follows results filed as active; / = no result given. Cut-off read from the data, not from the text of the source, unless noted: active = inhibition above about 50%; inactive = the rest. Not all compounds are listed (hit frequency here may not be typical).
SMILES,LYP phosphatase,HEK293 NOD2/NF-kB,M1AAP inhibition,SIAH1 antagonists,M17LAP inhibition,XIAP antagonists,Hep lipid drop,Hep lipid drop cells 6.5 µM,CSM14.1 death rescue,AID2073
O=C(CSc1nnnn1-c1ccccc1)Nc1ccc(N2CCOCC2)cc1,-6.2%,13.8%,0.9%,25.4%,-3.4%,-4.9%,-7.1,684,0.0%,4.9%
O=C(O)CCCN1C(=O)c2ccc(Oc3cccc([N+](=O)[O-])c3)cc2C1=O,27.6%,6.7%,0.4%,3.3%,7.2%,-4.9%,-1.3,601,-1.7%,-0.4%
O=C1C(NS(=O)(=O)c2ccc(Cl)cc2)=C(N2CCCCC2)C(=O)c2ccccc21,-8.6%,11.9%,7.8%,0.4%,-16.9%,-12.5%,23.6,674,-0.8%,4.1%
OCC[C@@H]1C[C@H](O)[C@@H](O)[C@@]2(Cc3ccccc3CO2)O1,-3.4%,-0.8%,/,-0.2%,/,/,1.6,810,/,4.3%
CC(C)=CCN1CCN(Cc2ccc3nsnc3c2)CC1CCO (stereo not drawn),-7.4%,-9.7%,0.0%,-0.9%,-5.7%,-8.1%,2.1,752,-1.3%,-0.3%
O=c1c2ccccc2ncn1CCCCOc1ccc(Br)cc1,-5.4%,-5.3%,11.0%,-2.9%,9.4%,-6.3%,-0.5,657,1.2%,-2.5%
Oc1ccc(Nc2nc(-c3ccc4ccccc4c3)cs2)cc1,-7.3%,-7.6%,4.7%,-1.7%,13.3%,-4.1%,-7.4,710,-2.6%,-15.1%
Cc1cccc(OCC(=O)NC(=S)Nc2ccccc2N2CCOCC2)c1,6.8%,13.4%,2.4%,8.6%,2.2%,-0.7%,-3.0,646,2.8%,12.5%
Cc1nc([N+](=O)[O-])c(C(=O)OCc2ccccc2Br)n1C,-1.3%,3.1%,2.2%,0.1%,-3.4%,-1.6%,14.6,719,0.0%,7.4%
CC(=O)c1cnc(-c2ccccc2Cl)s1,0.9%,-11.5%,-2.3%,-0.3%,-3.7%,-6.7%,4.0,696,1.1%,-5.0%
CCOCCCNC(=S)N1CCC(C(=O)c2ccc(C)cc2)CC1,-8.2%,-7.1%,/,-1.7%,/,/,33.3,826,/,-11.8%
Cc1cc(=O)[nH]c(SCC(=O)Nc2ccc(Br)cc2)n1,-2.7%,15.9%,-3.5%,0.8%,10.0%,/,-1.0,695,/,-0.4%
CC(C)(C)NS(=O)(=O)c1ccc(NS(=O)(=O)c2ccc(F)cc2)cc1,-6.5%,13.8%,-5.2%,-5.7%,-0.9%,-0.5%,/,/,-1.0%,-3.5%
CC1CCN(Cc2cc(=O)oc3cc(O)c(Cl)cc23)CC1,-18.2%,-0.1%,/,1.2%,/,/,-16.9,813,/,41.0%
NS(=O)(=O)c1ccc(CCNC(=O)C2CCN(S(=O)(=O)c3ccc(Br)s3)CC2)cc1,-2.7%,7.3%,2.6%,22.9%,18.4%,-4.3%,12.8,804,-1.4%,-6.1%

# Single records, from the list above. Order of screens: LYP phosphatase	HEK293 NOD2/NF-kB	M1AAP inhibition	SIAH1 antagonists	M17LAP inhibition	XIAP antagonists	Hep lipid drop	Hep lipid drop cells 6.5 µM	CSM14.1 death rescue	AID2073
# `O=c1c2ccccc2ncn1CCCCOc1ccc(Br)cc1` is listed with -5.4%	-5.3%	11.0%	-2.9%	9.4%	-6.3%	-0.5	657	1.2%	-2.5%
# `CC1CCN(Cc2cc(=O)oc3cc(O)c(Cl)cc23)CC1` is listed with -18.2%	-0.1%	/	1.2%	/	/	-16.9	813	/	41.0%
# `O=C(O)CCCN1C(=O)c2ccc(Oc3cccc([N+](=O)[O-])c3)cc2C1=O` is listed with 27.6%	6.7%	0.4%	3.3%	7.2%	-4.9%	-1.3	601	-1.7%	-0.4%

# (cont.)
SMILES,LYP phosphatase,HEK293 NOD2/NF-kB,M1AAP inhibition,SIAH1 antagonists,M17LAP inhibition,XIAP antagonists,Hep lipid drop,Hep lipid drop cells 6.5 µM,CSM14.1 death rescue,AID2073
O=C(Nc1ccc(F)cc1)C1CCN(S(=O)(=O)c2cccs2)CC1,-9.6%,9.3%,0.7%,-3.4%,-1.8%,0.2%,23.4,707,-1.4%,-1.9%
Cc1cc(C)c2c(N)c(C(=O)NN)sc2n1,1.5%,0.7%,10.6%,-4.2%,3.0%,/,2.4,701,/,16.6%
CCOC(=O)c1[nH]c2ccc(OC)cc2c1NS(=O)(=O)c1ccc(OC)cc1OC,-8.2%,-6.5%,6.8%,0.7%,-4.2%,-0.9%,/,/,0.6%,4.5%
Cc1cccc(CN2C(=O)N/C(=C/c3cc(C)n(-c4cc(C)ccn4)c3C)C2=O)c1,-5.6%,2.0%,12.2%,1.9%,9.0%,-1.5%,80.9*,789*,6.1%,-2.0%
NS(=O)(=O)c1ccc(NC(=O)CSc2nnc(-c3cnccn3)n2-c2ccccc2)cc1,3.7%,-8.3%,6.0%,2.4%,-3.0%,-14.2%,4.7,717,2.5%,-5.4%
CCN(C(=S)NCc1ccccc1)c1ccccc1,-0.3%,-4.7%,2.2%,-2.3%,-0.5%,-5.5%,0.5,652,/,-4.9%
O=C(CSc1nc2ccc(Cl)cc2[nH]1)NCc1ccco1,-7.2%,4.2%,9.5%,-1.5%,11.6%,0.0%,/,/,1.9%,8.3%
COc1ccc(/C=N/N=C2/NC(=O)C(c3ccccc3)S2)c(OC)c1 (stereo not drawn),3.2%,-7.5%,3.5%,0.0%,-3.5%,-2.2%,-5.6,652,-0.8%,9.1%
O=C1CCC(C(=O)N2CCCCO2)CN1CCc1ccccc1 (stereo not drawn),-3.3%,-31.2%,/,0.7%,/,/,-7.2,705,/,11.4%
CC(C)(C)c1ccc(Oc2ccc(N)cc2)cc1,-0.3%,37.9%,1.8%,-3.8%,-9.7%,-3.6%,-1.5,634,-9.0%,-11.8%
Cn1ccnc1SC(=O)N1c2ccccc2Sc2ccccc21,-4.2%,2.0%,3.0%,2.6%,-5.7%,3.0%,5.4,765,-1.1%,-4.3%
CS(=O)(=O)N(CC(=O)Nc1ccc2c(c1)OCO2)c1ccc2c(c1)OCO2,-11.3%,-1.0%,4.2%,0.7%,2.7%,2.2%,1.8,765,0.0%,-2.3%
Cc1ccc(-c2c[n+]3c(n2-c2ccccc2)CCC3)cc1,-3.8%,30.9%,2.3%,-1.6%,-0.2%,/,-58.1,655,/,9.0%
Cc1ccc(S(=O)(=O)N[C@H](C(=O)OCn2nnc3ccccc3c2=O)C(C)C)cc1,-4.0%,27.1%,-2.1%,3.4%,3.0%,-4.6%,21.4,723,0.0%,4.7%
CCOc1cccc(=O)c2c(C)oc(C)c12,-13.0%,13.7%,5.1%,3.0%,-5.1%,-3.3%,7.1,781,-0.3%,12.7%
CC(=O)NC(Cc1ccccc1F)C(=O)NC1CCN(C(=O)c2cnccn2)CC1 (stereo not drawn),-2.3%,1.6%,1.3%,1.4%,-1.2%,-0.8%,/,/,0.0%,2.6%
CS(=O)(=O)c1ccc2nc(NC(=O)C3COc4ccccc4O3)sc2c1 (stereo not drawn),-4.8%,-21.1%,16.4%,4.2%,0.7%,-7.1%,/,/,-2.0%,2.2%
CCOc1ccc(N=C2NC(=O)S/C2=C\c2ccc(N(C)C)cc2)cc1,2.9%,-98.8%,9.7%,15.4%,6.0%,-25.0%,/,/,-2.2%,9.8%
Cc1ccnc(NS(=O)(=O)c2ccc(NS(=O)(=O)c3ccc(Br)cc3)cc2)n1,-11.9%,15.0%,/,5.5%,/,/,7.5,785,/,9.8%
COc1ccc(OC)c(NC(=S)N2c3ccccc3CC2C)c1 (stereo not drawn),-8.3%,-9.9%,/,-4.1%,/,/,-25.3,608,/,-14.5%
Nn1c(SCC(=O)NCCC2=CCCCC2)nnc1C(F)(F)F,-6.9%,11.2%,2.6%,4.0%,-13.1%,-6.0%,-0.4,794,0.2%,-1.6%
Cc1ccc(C(=O)Nc2ccc3c(c2)nc(CCNC(=O)c2ccco2)n3C)cc1,-11.2%,-27.9%,/,4.5%,/,/,-8.3,793,/,1.8%
CC(C)CN(C(=O)CN1CCC(C)CC1)c1c(N)n(CC(C)C)c(=O)[nH]c1=O,-12.2%,1.9%,0.6%,-8.2%,-3.5%,-9.7%,-7.5,684,0.7%,-6.6%
O=C(c1ccc2c(c1)OCO2)N1CCN(c2ccccn2)CC1,-4.1%,4.3%,0.6%,4.8%,-2.5%,-6.4%,12.9,715,0.6%,2.3%
Cc1cc(NC(=O)CCCC(=O)N(CC(=O)NC2CCCCC2)c2ccccc2)no1,-5.8%,7.9%,1.5%,-1.5%,2.9%,-5.0%,/,/,-0.1%,10.4%
O=C(N=Nc1c(O)n(Cc2ccccc2)c2ccccc12)c1ccc(O)cc1,8.0%,-90.8%,5.0%,4.9%,-3.6%,0.3%,-5.8,723,-0.5%,13.8%
O=C(Nc1ccnn1C1CCN(C(=O)c2ccc(Cl)c(F)c2)CC1)C1CCOC1 (stereo not drawn),-6.4%,4.8%,/,3.9%,/,/,-8.2,662,/,4.2%
CC(C)c1c(C(=O)N/N=C/C2CC=CCC2)nnn1-c1nonc1N (stereo not drawn),-11.2%,18.4%,/,1.9%,/,/,-1.0,722,/,7.4%
COc1ccc(Cn2ccnc2SCC(=O)Nc2ccccc2)cc1,-6.8%,8.6%,/,-6.4%,/,/,-32.7,662,/,-3.3%
CC(C)N1CCN(Cc2coc3ccccc3c2=O)CC1CCO (stereo not drawn),-9.8%,13.9%,11.1%,-4.6%,1.5%,-9.4%,-21.6,669,-0.7%,-8.0%
Cc1ccc(C(=O)O)cc1NC(=O)CCc1ccccc1,-7.1%,28.4%,0.6%,-2.3%,1.7%,-2.4%,4.0,664,0.2%,9.4%
Cc1cc(C)c(S(=O)(=O)c2cccc(Br)c2C)c(=O)[nH]1,-5.1%,23.8%,/,4.4%,/,/,11.8,840,/,2.6%
CC(C(=O)N1CCN(Cc2ccc3c(c2)OCO3)CC1)n1cc([N+](=O)[O-])cn1 (stereo not drawn),-9.0%,-8.8%,/,0.2%,/,/,0.7,737,/,9.3%
Cc1cc(C)c(S(=O)(=O)N2CCCC2)c(C)c1,1.6%,6.9%,/,-1.8%,/,/,-13.2,823,/,-10.4%
CCN1C(C)=C(C)S/C1=C1\SC(=S)N(NC(C)=O)C1=O,1.3%,-8.0%,4.9%,-1.5%,6.1%,-5.9%,-3.7,629,1.3%,-5.9%
C=CCn1c(SCC(=O)Nc2ccc3c(c2)OCO3)nnc1-c1ccccc1OC,-3.1%,-67.0%,-3.5%,1.1%,0.8%,-4.8%,/,/,-2.0%,-0.4%
CC1=C(C(=O)N2CCCC(N3CCN(c4ccccc4F)CC3)C2)OCCO1 (stereo not drawn),-1.9%,-8.3%,/,2.3%,/,/,17.4,612,/,6.3%
CCN1C(=O)Cc2cc(S(=O)(=O)N3CCOCC3)ccc21,-5.9%,20.1%,2.9%,-3.8%,-8.9%,-6.8%,-3.5,646,-0.1%,1.3%

# Assay outcomes (PubChem)
